Bioassay records: PubChem BioAssay, Southern Research Specialized Biocontainment Screening Center
M. tuberculosis HTS: M. tuberculosis growth inhibition, HTS (AID 449762); M. tuberculosis H37Rv growth inhibition, 7H9 media; higher % means a stronger effect; one-dose inhibition, % at 25 µM; IC50 in µM for titrated hits; 330,000 tested, 0.59% active; in the data active = a potency from the dose series; inconclusive = inhibition above about 70% without an active follow-up result;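 note: bacterial growth assessed after seven days of incubation; strong numbers were not always called active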
tuberculosis growth: growth inhibition of non-replicating M. tuberculosis (AID 488890); inhibition, % at 25 µM; hits with a dose series show IC50 in µM; 320,000 tested, 0.39% active; Mycobacterium tuberculosis non-replicating, growth inhibition; higher % means a stronger effect; in the data active = a potency from the dose series; inconclusive = inhibition mostly from about 82% at the one dose, without a potency; inactive = the rest, 99 in 100 with inhibition below about 76%;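 note: plate controls were DMSO cells for no effect and high antibiotic wells for full effect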
inhibitors of VEEV: inhibitors of VEEV TC-83 cytopathic effect, confirmation, Vero cells (AID 588727); Vero cells, VEEV TC-83 cytopathic effect inhibition; higher % means a stronger effect; 350,000 tested, 0.13% active; one-dose inhibition, % at 20 µM; IC50 in µM for titrated hits; in the data active = a potency from the dose series; inconclusive = inhibition mostly from about 14% at the one dose, without a potency; inactive = the rest, 99 in 100 with inhibition below about 12%; note: strong numbers were not always called active
Salmonella PhoP GFP: PhoP regulon inhibitors, Salmonella typhi PhoP promoter GFP reporter, confirmatory (AID 1850); Salmonella Typhi PhoP-promoter GFP reporter, fluorescence, 4 h; higher % means a stronger effect; inhibition, % at 50 µM, or IC50 in µM where a hit was titrated; 310,000 tested, 0.33% active; in the data active = a potency from the dose series; inconclusive = inhibition mostly from about 25% at the one dose, without a potency; inactive = the rest, 99 in 100 with inhibition below about 19%;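 note: 0% = induced wells with vehicle and 100% = uninduced wells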
H1N1 NS1A inhibition: NS1A inhibition, H1N1 influenza, cell based functional assay (AID 504329); NS1A functional cell-based assay, percent inhibition; higher % means a stronger effect; inhibition, % at 12.5 µM, or IC50 in µM where a hit was titrated; 340,000 tested, 0.3% active; in the data active = a potency from the dose series; inconclusive = inhibition above about 27% without an active follow-up result; note: strong numbers were not always called active
inhibitors of VEEV 10K pilot screen: second read-out of inhibitors of VEEV, no call of its own (marks repeat the call); inhibition, %; measured here: 10K pilot screen inhibition
Starred values were filed as active, the others as inactive; i = inactive; ? = inconclusive; · = not tested or not shown.

SMILES	M. tuberculosis HTS	tuberculosis growth	inhibitors of VEEV	Salmonella PhoP GFP	H1N1 NS1A inhibition	others
COCc1cc(C)nc2oc(C(=O)c3ccccc3)c(N)c12	2%	-15%	3.1%	10%	-3%
COc1ccc(CCNCc2cccn2C)cc1OC	-19%	41%	i	-6%	4%
O=C(CNC(=O)N1CC(=O)Nc2ccccc21)Nc1cccc(F)c1	2%	3%	0.7%	0%	8%
NC(=O)C1CCN(C(=O)c2cc(S(=O)(=O)N3CCOCC3)ccc2Cl)CC1	19%	1%	i	-6%	4%
CCn1ncc(CNC(=O)CCCSc2nc(-c3ccco3)cc(C(F)(F)F)n2)c1C	3%	23%	6.3%	0%	3%
CCCN1CCN(CCCNC(=O)c2ccccc2NC(=O)C2=C(C)OCCS2)CC1	3%	16%	1.1%	-1%	7%
CCCCN(CCCC)C(=O)c1sc2nc(N3CCOCC3)c3c(c2c1N)CCCC3	-6%	74%	0.5%	0%	·
O=C(Cc1ccccc1)NN1C(=O)C2C3C=CC([C@@H]2C1=O)C31CC1 (stereo partly drawn)	0%	-13%	i	1%	-1%
Cc1cc(C(F)(F)F)nc(-n2cc(-c3ccccc3)nn2)n1	2%	78%	0.3%	-6%	1%
Cc1ccc(CNC(=O)c2ccc3c(=O)[nH]c4c(C(=O)NCC5CCCO5)sc(=S)n4c3c2)cc1 (stereo not drawn)	6%	-1%	3.5%	3%	8%
CCOC(=O)c1c(C)n(C)c2ccc(OC)c(NC(=O)CN3CCSCC3)c12	1%	-12%	7.0%	3%	5%
O=C(OCC(=O)N1CCc2ccccc21)c1ccc[n+]([O-])c1	-9%	·	0.3%	-8%	-5%
O=C(Cc1ccccc1)NCc1cccnc1	-2%	5%	1.6%	21%	-4%
Cc1ccccc1NC(=O)C1c2cccc[n+]2CC(=O)N1Cc1ccc2c(c1)OCO2 (stereo not drawn)	5%	26%	0.8%	-4%	-2%
O=C1NC(=O)N(c2ccccc2)C(=O)/C1=C/c1ccc(Sc2ccccc2)o1	?	?	i	-11%	0%
COC(=O)c1ccc(COc2ccc(C)cc2[N+](=O)[O-])o1	-6%	10%	i	-1%	·
O=C(Cc1ccccc1)Nc1cccnc1	5%	1%	i	-7%	2%
COc1ccc(C(=O)C2CCCN(Cc3ccc(C#CCCO)cc3)C2)cc1F (stereo not drawn)	5%	52%	6.3%	5%	-3%
C/C(=N\NC(=O)C1(C)CC1(Br)Br)c1ccc([N+](=O)[O-])cc1 (stereo not drawn)	4%	-1%	i	-10%	0%
Cc1cc(C)n(CNc2nc(C(F)(F)F)cs2)n1	-5%	8%	0.4%	0%	-1%	inhibitors of VEEV 10K pilot screen=0.8
COc1ccc(C2C=C(c3ccccc3)Nc3nnnn32)cc1 (stereo not drawn)	9%	65%	0.5%	1%	3%
COc1ccc(OC)c(/C=C2\SC(N3CCCC(C)C3)=NC2=O)c1 (stereo not drawn)	3%	18%	1.8%	-2%	14%
COc1ccc(-c2nc3c(-c4ccc(Cl)cc4)cnn3cc2C)cc1F	4%	-7%	4.0%	-1%	-5%
C=CC1(C)CN(Cc2ccco2)S(=O)(=O)c2c(F)cccc2O1 (stereo not drawn)	·	·	i	·	-24%
COc1ccc(NC(=O)Nc2cccc3cccnc23)cc1	2%	31%	0.4%	-5%	-1%
Additional records:
SMILES	M. tuberculosis HTS	tuberculosis growth	inhibitors of VEEV	Salmonella PhoP GFP	H1N1 NS1A inhibition	others
CCOC(=O)C(C)(CC)NC(=O)CSP(=S)(OCC)OCC (stereo not drawn)	-7%	3%	0.4%	21%	-6%
CC(C)c1ccc(/C=N/n2c(COc3ccccc3)n[nH]c2=S)cc1	16%	-5%	1.4%	-2%	-16%
Cc1nn(C)c(C)c1N=Cc1c(O)ccc2ccccc12	10%	12%	0.7%	-22%	-14%
C=C(Cl)COC(=O)[C@H]1C2C=CC(C2)C1C(=O)O (stereo partly drawn)	-13%	-4%	0.6%	-6%	-3%
CCOC(=O)N1CCC(N2Cc3cccc(C(=O)Nc4ccc(CC)cc4)c3C2=O)CC1	26%	47%	9.3%	4%	3%
CCC(C)NC(=O)Cn1nc(C(F)(F)F)c2c1CCC2 (stereo not drawn)	3%	-16%	i	2%	0%
S=C(Nc1ccccc1)Nc1cc(Cl)ccc1Oc1ccccc1	3%	?	3.5%	-2%	2%
O=C(Cc1ccccc1)N1CCCC(c2nc(-c3cccs3)no2)C1 (stereo not drawn)	-5%	3%	i	-7%	7%
NC(=O)CC(NC(=O)c1ccccc1)c1ccc(NCCc2ccc(F)cc2)c([N+](=O)[O-])c1 (stereo not drawn)	-1%	-2%	0.2%	9%	9%
O=C1c2ccccc2NC(c2cccc(F)c2)N1Cc1ccco1 (stereo not drawn)	13%	28%	0.4%	-13%	-4%
CC/C(=N/Nc1ccccc1Cl)c1cnnc(-c2ccccc2)n1	-13%	·	0.9%	-7%	-9%
O=C(c1ccc(-c2cccc(C(F)(F)F)c2)o1)N1CCCC(C(F)(F)F)C1 (stereo not drawn)	66%	1%	i	3%	0%
Cc1cc(C)nc(NC(=O)c2c(-c3ccccc3Cl)noc2C)c1	27%	25%	0.3%	6%	4%
COc1ccc(NC(=S)NCCSc2ccc(Cl)cc2)c(OC)c1	-9%	?	4.0%	4%	-1%
CCn1c2ccccc2c2nnc(SCC(=O)NC(CC(C)C)C(=O)OC)nc21 (stereo not drawn)	6%	13%	i	7%	0%
O=C(CSc1nc2ccccc2[nH]1)N=Nc1c(O)[nH]c2ccccc12	-18%	1%	1.9%	-9%	19%
Cn1cnnc1SCC(=O)NN1C(=O)NC(C)(c2ccccc2)C1=O (stereo not drawn)	-3%	3%	3.6%	-1%	-12%
COC(=O)Nc1ncc(CN2CCc3ccccc3C2)s1	-4%	-5%	0.6%	2%	-5%
COc1ccc(NC(=O)CSc2nc3c([nH]c4ccccc43)c(=O)n2C)c(OC)c1	-14%	-6%	i	1%	-9%
CCc1nnc(NC(=O)CSc2nc3cc4c(cc3cc2CC)OCCO4)s1	-6%	-7%	0.2%	1%	1%
CCCOCc1ccc(O)c2ncccc12	?	?	8.3%	17%	-7%
O=C(NCC(c1ccco1)N1CCc2ccccc2C1)c1ccc(Br)cc1 (stereo not drawn)	?	2%	7.2%	0%	-3%
O=C(NCC(=O)N(Cc1cccs1)C(C(=O)NC1CCCCC1)c1cccnc1)c1ccco1 (stereo not drawn)	-1%	2%	2.2%	2%	2%
COc1ccc(OCC(=O)NC(=S)N2CCCc3ccccc32)cc1	11%	3%	0.6%	-7%	4%
O=C(c1ccc(Br)cc1)c1cn[nH]c1-c1ccccc1O	-14%	-5%	2.2%	-10%	-4%
Remaining list, next part.
SMILES	M. tuberculosis HTS	tuberculosis growth	inhibitors of VEEV	Salmonella PhoP GFP	H1N1 NS1A inhibition	others
Cc1cc2cc(C)c3nnc(SCC(=O)N4CCN(C(=O)c5ccco5)CC4)n3c2cc1C	-3%	4%	4.3%	4%	0%
O=C(CN1CCCCCC1)Nc1ccccc1OC(F)F	0%	-16%	i	11%	-16%
Cc1nc(CNS(=O)(=O)c2ccccc2F)cs1	1%	-18%	1.1%	1%	3%	inhibitors of VEEV 10K pilot screen=2.6
Cc1ccc(C(=O)Nc2cc3[nH]c(=O)oc3cc2C)cc1	-5%	-18%	i	-5%	-14%
Cc1ccc(N(CC(O)Cn2nc(C)cc2C)S(=O)(=O)c2ccc3ccccc3c2)cc1 (stereo not drawn)	-1%	32%	2.7%	-2%	1%
COC(=O)c1cc(Br)c(=O)n(-c2cccc(F)c2)c1	-3%	·	0.7%	-4%	2%
O=C1CCC(C(=O)N(CCO)Cc2ccccc2)CN1CCCN1CCOCC1 (stereo not drawn)	4%	8%	1.3%	3%	5%
COCC(=O)N(Cc1cc2ccc(C)cc2[nH]c1=O)c1ccccc1C	2%	11%	1.3%	-3%	-1%
CC(=O)c1c(C)[nH]c(=S)c(C#N)c1-c1ccc(Cl)cc1	2%	-17%	1.6%	2%	·
CCOC(=O)N1CCN(c2c(NCCCN3CCCC(C)C3)c(=O)c2=O)CC1 (stereo not drawn)	4%	-13%	i	·	-12%
Oc1cccc2cnccc12	1%	-4%	0.7%	6%	12%
CCOC(=O)c1sc(Nc2cccc(C)c2C)nc1C	-3%	10%	·	1%	·
COC(=O)c1cccc(C(=O)N2CCCC(Nc3ccc(C)c(C)c3)C2)c1 (stereo not drawn)	-1%	-3%	2.5%	1%	-2%
Nc1cccnc1S(=O)(=O)c1cccc(C(F)(F)F)c1	0%	25%	0.5%	-15%	-16%
COc1n[nH]c(C(=O)NCc2ccccc2)c1[N+](=O)[O-]	6%	5%	i	5%	-8%
O=S(=O)(c1ccc(Br)s1)N1CCCCC1	-13%	2%	1.4%	6%	0%
CCC1(c2ccc(F)cc2)NC(=O)N(CC(=O)Nc2ccc(C)c(S(=O)(=O)N3CCOCC3)c2)C1=O (stereo not drawn)	-4%	26%	0.3%	9%	-1%
CCC(NC(=O)COc1cc2c(c3oc(=O)c(C)c(C)c13)CCC(C)(C)O2)C(=O)O (stereo not drawn)	-9%	-18%	0.1%	-2%	-9%
Cc1cc(-c2ccccc2)nc(N(C)NC(=O)c2c(F)cccc2F)c1S(C)(=O)=O	-3%	26%	8.6%	3%	-5%
Cc1cc(C)n(-c2cc(C(C)(C)C)nc3c(-c4ccccc4)cnn23)n1	27µM*	51%	6.0%	4%	11%
Cc1cc[n+](Cc2ccccc2)c(N)c1	3%	6%	0.3%	18%	-2%
CCN(CC)S(=O)(=O)c1ccc(OC)c(NC(=O)c2ccc3c(c2)OCO3)c1	8%	16%	6.0%	-7%	-9%	inhibitors of VEEV 10K pilot screen=4.9
Cc1nc2ccccc2c(=O)n1NC(=O)C1CC1C (stereo not drawn)	7%	15%	1.1%	9%	-4%
O=C(NCCc1ccccc1)Nc1ccc2c(c1)OCO2	-4%	20%	0.9%	0%	-10%
COc1ccc2c(c1OC)C(=O)OC2N1C(=O)CC[C@H]1C(=O)Nc1ccc(F)cc1F (stereo partly drawn)	-4%	-2%	0.3%	0%	-11%
O=C1CCc2cc(S(=O)(=O)NC(Cc3ccccc3)C(=O)N3CCN(c4ccccn4)CC3)ccc2N1 (stereo not drawn)	-1%	11%	0.6%	-10%	7%
CN(C)/C=C(\C=O)c1c(Cl)cccc1Cl	-1%	9%	0.5%	0%	0%

Molecules listed so far that contain a Cl atom (nine):
SMILES	M. tuberculosis HTS	tuberculosis growth	inhibitors of VEEV	Salmonella PhoP GFP	H1N1 NS1A inhibition	others
NC(=O)C1CCN(C(=O)c2cc(S(=O)(=O)N3CCOCC3)ccc2Cl)CC1	19%	1%	i	-6%	4%
COc1ccc(-c2nc3c(-c4ccc(Cl)cc4)cnn3cc2C)cc1F	4%	-7%	4.0%	-1%	-5%
C=C(Cl)COC(=O)[C@H]1C2C=CC(C2)C1C(=O)O (stereo partly drawn)	-13%	-4%	0.6%	-6%	-3%
S=C(Nc1ccccc1)Nc1cc(Cl)ccc1Oc1ccccc1	3%	?	3.5%	-2%	2%
CC/C(=N/Nc1ccccc1Cl)c1cnnc(-c2ccccc2)n1	-13%	·	0.9%	-7%	-9%
Cc1cc(C)nc(NC(=O)c2c(-c3ccccc3Cl)noc2C)c1	27%	25%	0.3%	6%	4%
COc1ccc(NC(=S)NCCSc2ccc(Cl)cc2)c(OC)c1	-9%	?	4.0%	4%	-1%
CC(=O)c1c(C)[nH]c(=S)c(C#N)c1-c1ccc(Cl)cc1	2%	-17%	1.6%	2%	·
CN(C)/C=C(\C=O)c1c(Cl)cccc1Cl	-1%	9%	0.5%	0%	0%
